# CHT allo act = allosterically activates the human high affinity choline transporter. Q9GZV3. CHT-expressing cells, membrane potential dye, choline EC20; active compounds read high; LV-AA mutant CHT in HEK293 cells. B-score at 10 µM. 310,000 tested, 0.49% active. AID 488977;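 active = initial fluorescence not abnormally high and integrated response B-score, plate-corrected, over 3 SD above library mean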
# Target sequence (Q9GZV3 whole entry, looked up): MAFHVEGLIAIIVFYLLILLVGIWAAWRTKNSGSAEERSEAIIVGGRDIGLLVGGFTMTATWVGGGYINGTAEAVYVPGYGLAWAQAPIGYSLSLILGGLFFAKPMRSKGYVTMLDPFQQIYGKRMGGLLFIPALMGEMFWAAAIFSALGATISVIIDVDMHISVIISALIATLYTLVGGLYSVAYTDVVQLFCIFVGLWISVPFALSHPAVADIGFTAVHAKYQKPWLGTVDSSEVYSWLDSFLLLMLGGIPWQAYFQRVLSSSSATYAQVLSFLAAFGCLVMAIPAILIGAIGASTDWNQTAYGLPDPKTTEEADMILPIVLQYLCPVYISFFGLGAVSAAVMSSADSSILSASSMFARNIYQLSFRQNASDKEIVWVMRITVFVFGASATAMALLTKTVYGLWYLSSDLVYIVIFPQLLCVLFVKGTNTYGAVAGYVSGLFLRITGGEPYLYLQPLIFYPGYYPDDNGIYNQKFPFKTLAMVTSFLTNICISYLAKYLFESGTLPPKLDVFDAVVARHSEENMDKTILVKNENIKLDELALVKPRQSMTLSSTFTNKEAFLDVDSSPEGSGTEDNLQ
# CHT inh = inhibitors of human choline transporter CHT | Q9GZV3 | CHT-expressing cells, membrane potential dye, choline response; active compounds read low | B-score at 10 µM | 310,000 tested, 0.86% active | AID 488975;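 active = B-score over 3 SD under the library average, and starting fluorescence ratio not unusually high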;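 also: choline stimulus applied at its EC90 after an EC20 pre-addition; B-score computed on integrated fluorescence ratio after choline addition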
# * marks the source's active call; other numbers are inactive results; i = inactive.
# The first 5 records (preview)
# Sequence of screens: CHT allo act	CHT inh
O=S(=O)(c1ccccc1)C1CON(Cc2ccccc2)C1c1ccccc1 (centres undefined)
 : i	i
COc1ccc(-c2[nH]ncc2-c2ccc3c(c2)OCCO3)c(O)c1
 : i	i
Cc1cc(=O)oc(C)c1C(=O)NCc1cccnc1
 : i	i
Cc1ccnc(SCC(=O)Nc2sccc2C#N)n1
 : i	i
COc1cc(CC(=O)Nc2ccc(S(=O)(=O)N(C)C)cc2)cc(OC)c1OC
 : i	i

# This part in full, repeating the preview:
# Sequence of screens: CHT allo act	CHT inh
O=S(=O)(c1ccccc1)C1CON(Cc2ccccc2)C1c1ccccc1 (centres undefined)
 : i	i
COc1ccc(-c2[nH]ncc2-c2ccc3c(c2)OCCO3)c(O)c1
 : i	i
Cc1cc(=O)oc(C)c1C(=O)NCc1cccnc1
 : i	i
Cc1ccnc(SCC(=O)Nc2sccc2C#N)n1
 : i	i
COc1cc(CC(=O)Nc2ccc(S(=O)(=O)N(C)C)cc2)cc(OC)c1OC
 : i	i
CC(=O)Nc1ccc(C(=O)N/C(=C/c2ccccc2)C(=O)N2CCCCC2)cc1
 : i	i
CSc1nnc(-c2cc(C)on2)n1-c1ccccc1
 : i	i
O=C(COc1ccccc1)N1c2ccccc2Sc2ccccc21
 : i	i
Cc1ccc(N(C(=O)CNC(=O)c2cccs2)C(C(=O)NC2CCCC2)c2ccncc2)cc1 (centres undefined)
 : i	i
CCOC(=O)CSc1nc(C)c2cccc(C)c2n1
 : i	i
O=C(O)c1ncsc1-c1ccccc1
 : i	i
COc1ccc(CC(=O)N2N=C(C)CC2(O)C(F)(F)F)cc1OC (centres undefined)
 : i	i
Cc1nn(Cc2cccc(C(=O)NC3CCCCC3)c2)c(C)c1Cl
 : i	i
Cc1ccc2nc(NC(=O)Cn3nc(C)c([N+](=O)[O-])c3C)sc2c1
 : i	i
COc1ccccc1N1C(=O)CC(Sc2ccccc2N)C1=O (centres undefined)
 : i	i

# Further results:
# Sequence of screens: CHT allo act	CHT inh
O=C(CO/N=C/c1ccc(OC(F)F)cc1)NCc1cccs1
 : i	i
CC(=O)N1CCN(Cc2nc3cc(NC(=O)c4ccccc4C)ccc3n2C)CC1
 : i	i
CN(C)CCCOC(=O)C1c2ccccc2Oc2ccccc21
 : i	i
CCN(CC)S(=O)(=O)c1ccc(C)c(C)c1
 : i	i
COc1ccc(-n2cnc3cc(NS(=O)(=O)c4ccccc4)ccc32)cc1
 : i	i
O=C(Nc1ccc(F)cc1)N1CCn2c(nc3ccccc32)C1
 : i	i
Cc1ccccc1-c1noc(-c2ccc(O)cc2)n1
 : i	i
C=C1CN(CC(=O)OC)S(=O)(=O)c2ccccc21
 : i	i
Cc1cccc(NC(=O)Nc2ccc(Cl)c(Cl)c2)n1
 : i	i
CC1CC(C)CN(CCCNC(=O)CN2C(=O)c3cccnc3Oc3ccc(Cl)cc32)C1 (centres undefined)
 : i	i
COc1ccc(C(C)NC(=O)C2CCCC2)cc1OC (centres undefined)
 : i	i
Cc1ccc(N2CCN(C(=O)NC3CCCCC3)CC2)c(C)c1
 : i	i
CN(C)c1ccnc2sc3c(=O)n(Cc4ccccc4)cnc3c12
 : i	i
Cn1nc(C(=O)NC2CCCCC2)c2c1-c1ccccc1SC2
 : i	i
NS(=O)(=O)c1ccc(NC(=S)Nc2cc(Cl)c(Cl)cc2Cl)cc1
 : i	i

# Additional entries
# Sequence of screens: CHT allo act	CHT inh
O=S(=O)(NC1CCCCC1)c1ccc(N2CCOCC2)nc1
 : i	i
Cc1cc(-c2cc(C(=O)NC3CCCC3)on2)nc(NCC2CC2)n1
 : i	i
Cc1ccc2c(C)c(C(=O)N(C)C(C)c3ccncn3)oc2c1C (centres undefined)
 : i	i
CCCOc1ccc(C(=O)N2CCN(c3ccc(NC(=O)CC)cc3Cl)CC2)cc1
 : i	i
C=C1SC(Nc2c(C)cc(C)cc2C)=NC12CCCCC2
 : i	i
C/C(=N\NC(=O)c1cc(-c2ccccn2)nc2ccccc12)c1cccc([N+](=O)[O-])c1
 : i	i
C#CCOCCOCCOCCNc1nc(N2CCN(C(=O)[C@H]([C@@H](C)CC)n3cc([C@@H](N)Cc4ccc(O)cc4)nn3)CC2)nc(N2CCN(C(=O)[C@H](CCCCN)n3cc([C@@H](N)CC(C)C)nn3)CC2)n1
 : i	i
COc1ccc(NC(=S)Nc2cccc(Cl)c2Cl)cc1OC
 : i	i
CC1CCN(S(=O)(=O)c2cn(CC(=O)N3CC(C)CC(C)C3)c(=O)c3ccccc23)CC1 (centres undefined)
 : i	i
O=C1CC(C(=O)O)C2(CCCC2)O1 (centres undefined)
 : i	i
O=C(CSc1nc(NS(=O)(=O)c2ccccc2)cc(=O)[nH]1)Nc1ccccc1C(F)(F)F
 : i	i
COCc1cc(C)nc2sc(C(=O)Nc3ccc(OC)cc3)c(N)c12
 : i	i
O=C(Cn1ncc2c([nH]c3ccccc32)c1=O)NCCc1ccc(Cl)cc1
 : i	i
Cc1cccc(NC(=O)Nc2ccc([N+](=O)[O-])cc2)n1
 : i	i
COc1cc(C(=O)Nc2cccc(-c3nc4cc(C)ccc4o3)c2C)cc(OC)c1OC
 : i	i

# Later entries
# Sequence of screens: CHT allo act	CHT inh
ClCC1=Nc2ccccc2Cc2ccccc21
 : i	i
O=C(Nc1ccccc1Cl)C1CC(=O)n2c(nc3ccccc32)N1 (centres undefined)
 : i	i
COc1ccc(N2CCN(C(=O)COCC(=O)O)CC2)cc1
 : i	i
Cc1c(-c2cc(C(=O)O)no2)cnn1C
 : i	i
Cc1nnc2c(N(C)S(=O)(=O)c3ccccc3)nc3ccccc3n12
 : i	i
Cc1cc(N2CCOCC2)nc2cc(O)ccc12
 : 9.23*	i
Clc1ccc(CNC2CCCC2)c(Cl)c1
 : i	i
CCOC(=O)CN1N=C(/C=C/c2ccccc2)CCC1=O
 : i	i
CC1SCC(NC(=O)c2cccc(Cl)c2)CS1 (centres undefined)
 : i	i
CCCCOc1ccc(Cc2c(O)nc(SC)[nH]c2=O)cc1
 : i	i
CC(C)(C)c1ccc(C(=O)NNC(=O)CCC(=O)Nc2ccccc2)cc1
 : i	i
COc1ccc(N2C(=O)CSC2c2ccc(F)c(F)c2)cc1 (centres undefined)
 : i	i
CC(C)OCCCNC(=O)C1CCN(S(=O)(=O)N2CCCCC2)CC1
 : i	i
Cc1nn(-c2ccccc2)c2sc(C(=O)NC3CC3)cc12
 : i	i
CN(c1ccccc1)S(=O)(=O)c1ccc(C(=O)OCC(=O)NCc2ccco2)cc1
 : i	i

# Additional structures follow.
# Sequence of screens: CHT allo act	CHT inh
Cc1ccc(C(=O)NC2CCCCNC2=O)cc1C (centres undefined)
 : i	i
CCOc1ccc(/C(O)=C2/C(=O)C(=O)N(CCN(CC)CC)C2c2cccs2)cc1 (centres undefined)
 : i	i
COc1ccc(N2C(=O)c3ccc(NC(C)=O)cc3C2=O)cc1
 : i	i
Cc1ccc(C)c(SCC(=O)OCC(=O)N2CC(C)OC(C)C2)c1 (centres undefined)
 : i	i
Cn1c(N)c(S(=O)(=O)NCc2ccccc2)c(=O)n(C)c1=O
 : i	i
CN(C)S(=O)(=O)N1CCC(Oc2ccc(C(=O)N3CCCCCCC3)cc2)CC1
 : i	i
COc1ccc(N2C(=O)C3C4c5ccccc5C(C=Nc5ccc(C)cc5C)(c5ccccc54)C3C2=O)cc1 (centres undefined)
 : i	i
COCC(=O)Nc1nc2n(n1)C(c1ccccc1Cl)CC(c1ccc(OC)cc1)N2 (centres undefined)
 : i	i
C=CCn1c(Br)nc2c1c(=O)n(C)c(=O)n2C
 : i	i
CCCOC(=O)c1c(NC(=O)c2cnn3c2NC(c2ccccc2)CC3C(F)(F)F)sc2c1CCCC2 (centres undefined)
 : i	i
Cc1c(NS(=O)(=O)c2cccc(C(=O)OCC(=O)N(C)C3CCCCC3)c2)c(=O)n(-c2ccccc2)n1C
 : i	i
O=C(CCC(=O)OCC(=O)c1ccc(C(F)(F)F)cc1)OCC(=O)c1ccc(C(F)(F)F)cc1
 : i	i
C#CCN1C(=O)S/C(=C\c2ccc(N3CCOCC3)cc2C)C1=O
 : i	i
COc1cc(NC(=O)c2cc(CC(C)C)on2)c(OC)cc1Cl
 : i	i
COc1ccc(NC(=O)CCC(=O)OCC(=O)c2ccc(Oc3ccc([N+](=O)[O-])cc3)cc2)cc1
 : i	i

# More structures follow.
# Sequence of screens: CHT allo act	CHT inh
O=[N+]([O-])c1cccc(NN=Nc2ccccc2)c1
 : i	i
CCOc1ccc(NC(=O)CNc2ccc(C)cc2Cl)cc1
 : i	i
N#CC1=C(N)Oc2c(ccc3ccccc23)C1c1ccsc1 (centres undefined)
 : i	i
Cc1ccc(Nc2nc3ccc(Cl)cc3n3cnnc23)cc1F
 : i	i
Nc1nc2n[nH]nc2c(=O)[nH]1
 : i	i
Cc1cccc(NC(=O)C2CCCN2C(=O)Oc2ccccc2)c1C (centres undefined)
 : i	i
Cc1ccc(-c2cc(C(F)F)n3ncc(C(=O)N4CCN(c5cccc(C)c5C)CC4)c3n2)cc1
 : i	i
Cc1ccc(CNC(=O)Cn2c(=O)c3sccc3n(Cc3ccc([N+](=O)[O-])cc3)c2=O)cc1
 : i	i
Cc1ccc(/C=C2\SC(=S)N(CCC(=O)NNC(=O)c3ccccc3O)C2=O)cc1
 : i	i
COc1ccc(C(CCN)c2ccc3c(c2)OCO3)cc1 (centres undefined)
 : i	i
CCCN1CCN(CC(O)COC(c2ccc(OC)cc2)c2ccc(OC)cc2)CC1 (centres undefined)
 : i	i
Cc1ccc(CN2CCN(/N=C/c3ccc(C(F)(F)F)cc3)CC2)c(C)c1
 : i	i
COc1cc(NC(=O)C2CC3CCC2C3)c(OC)cc1Cl (centres undefined)
 : i	i
C/C(=N\Nc1ccc(C(=O)O)cc1)c1ccc(-n2ccnc2)cc1
 : i	i
CNC(=O)C1CC(=O)N(Cc2ccc3c(c2)OCO3)C(=Nc2ccc(F)cc2)S1 (centres undefined)
 : i	i

# Additional entries follow.
# Sequence of screens: CHT allo act	CHT inh
CSc1nnc2c(n1)c(C)nn2-c1ccc(C)cc1
 : i	i
CC(=O)N1CC[n+]2c(-c3ccc(Cl)cc3)csc21
 : i	i
CCOC(=O)CNC(=O)C(CC(N)=O)NC(=O)OC(C)(C)C (centres undefined)
 : i	i
CCOC1(OCC)N=C(N)C2(C#N)C(c3ccc(NC(C)=O)cc3)C12C#N (centres undefined)
 : i	i
O=c1c2ccccc2nc(SCc2ccccc2Cl)n1Cc1ccccc1
 : i	i
CCOC(=O)c1ccc(CNC(=O)c2cc(C(C)(C)C)oc2C)o1
 : i	i
CSc1cccc(NC(=O)CSc2ccc(Cl)cc2)c1
 : i	i
CCCc1ccc(OCc2ccc(C(=O)N/N=C/c3cccc([N+](=O)[O-])c3)o2)c(OC)c1
 : i	i
CCN(CC)c1ccc(S(=O)(=O)N2CCCCC2)cc1NC(=O)CN1C(=O)NC2(CCCC2)C1=O
 : i	i
Cc1ccc(-c2nnc(OCCN3CCOCC3)c3ccccc23)cc1
 : i	i
Cc1ccc(NC(=O)CC2Oc3ccccc3NC2=O)c(C)c1 (centres undefined)
 : i	i
Cc1ccc(NC(=O)c2ocnc2C)cc1Cl
 : i	i
CCCCN(C)CCn1c(=S)[nH]c2ncccc2c1=O
 : i	i
CC(C)NC(=O)N(Cc1ccccc1)Cc1cccs1
 : i	i
CC(C)(C)C(=O)CN1C2=NCCCN2c2ccccc21
 : i	i

# The results go on.
# Sequence of screens: CHT allo act	CHT inh
Cc1ccc(C2c3[nH]c4ccccc4c3C[C@H]3C(=O)N(c4ccccc4C(=O)N4CCC(C(=O)O)CC4)C(=O)N23)cc1 (some centres undefined)
 : i	i
COc1cc(SC)ccc1C(=O)Nc1ccc2ncccc2c1
 : i	i
O=C(Cc1ccc(-c2ccccc2)cc1)NC(c1ccccc1)c1ccccc1
 : i	i
Cc1ccc(OCCCC(=O)Nc2ccc3c(c2)OCO3)cc1
 : i	i
O=C(O)Cc1ccc(S(=O)(=O)Nc2ccccc2C(=O)O)cc1
 : i	i
CC(C)Oc1ccc(C2CC(=O)N(C)C2=O)cc1 (centres undefined)
 : i	i
COc1ccc(C(=O)Nc2nnc(Cc3ccc(OC)c(OC)c3)s2)cc1
 : i	i
Cc1cc(C=O)c2c(c1)C=CC1(Oc3ccccc3C(=O)N1C)O2 (centres undefined)
 : i	i
N#Cc1c(NC(=O)c2cc([N+](=O)[O-])ccc2N2CCOCC2)sc2c1CCCC2
 : i	i
COCCSc1nnc(NC(=O)COc2ccc3c(c2)OCO3)s1
 : i	i
Cc1cccc(-c2noc(CCCC(=O)N3CCOCC3)n2)c1
 : i	i
CCOC(=O)c1cc2n(c1/N=C/N(C)C)-c1ccccc1C2=O
 : i	i
CC1(C)Oc2ccc(C(=O)NC3CCCC3)cc2N(CC(=O)N2CCOCC2)C1=O
 : i	i
CC(=O)C1=C(C)NC(SCC(=O)c2cc(Cl)ccc2Cl)=C(C#N)C1c1ccco1 (centres undefined)
 : i	i
COc1ccc2nc(SCC(=O)N(C)CC(=O)Nc3ccc(F)cc3)[nH]c2c1
 : i	i

# (listing goes on)
# Sequence of screens: CHT allo act	CHT inh
COc1cc(C2CC(=O)Nc3n[nH]c(-c4ccccc4)c32)cc(OC)c1OC (centres undefined)
 : i	i
O=C(CSc1nc2ccccc2o1)Nc1nc(-c2ccccc2)c(-c2ccccc2)s1
 : i	i
CCCCC1OC23CCCCC2C(C#N)(C#N)C1(C#N)C(=N)O3 (centres undefined)
 : i	i
CCOC(=O)/C(=N/Nc1ccccc1)Sc1nnc(CCc2ccccc2)n1-c1ccccc1
 : i	i
CC(C(=O)Nc1ncc2c(n1)CC(C)(C)CC2=O)N1C(=O)c2ccccc2C1=O (centres undefined)
 : i	i

# Whole records, quoted from the list. Order of values: CHT allo act, CHT inh
# CCCCC1OC23CCCCC2C(C#N)(C#N)C1(C#N)C(=N)O3 (centres undefined) in the list: i, i
# CCOC(=O)/C(=N/Nc1ccccc1)Sc1nnc(CCc2ccccc2)n1-c1ccccc1 in the list: i, i
# O=C(CSc1nc2ccccc2o1)Nc1nc(-c2ccccc2)c(-c2ccccc2)s1 in the list: i, i
